Compound activity deposited in PubChem BioAssay by several laboratories.
PHOSPHO1 inh: PHOSPHO1 (human) inhibition; recombinant PHOSPHO1, absorbance phosphatase assay; AID 1565; Q8TCT1; 1.1% of 290,000 active; inhibition, % at 13.3 µM; in the data active means inhibition above about 60%
Target sequence (Q8TCT1 whole entry, looked up): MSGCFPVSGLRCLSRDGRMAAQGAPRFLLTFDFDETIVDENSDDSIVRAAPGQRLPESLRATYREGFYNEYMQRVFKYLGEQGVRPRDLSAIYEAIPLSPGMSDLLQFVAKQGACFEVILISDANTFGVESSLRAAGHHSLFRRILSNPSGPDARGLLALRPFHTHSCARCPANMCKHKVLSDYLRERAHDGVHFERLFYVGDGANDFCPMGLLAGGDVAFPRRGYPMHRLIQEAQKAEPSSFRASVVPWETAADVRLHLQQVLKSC
V1R ag counter: activates human V1a receptor in oxytocin agonist counter-screen | P37288 | CHO-V1R cells, Fluo-8 calcium fluorescence, agonist mode; 0% DMSO, 100% 3 nM vasopressin | activation, % at 3 µM | 0.25% of 320,000 active | AID 2797;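 active means activation above the mean activation of all tested compounds plus 3 SD, per screening run, cut at about 20% in these data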;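 further: signal is peak over basal fluorescence ratio across a 100 second FLIPR read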
GPR7 antagonist: antagonists of human GPR7 (neuropeptides B/W receptor 1); P48145; GPR7-expressing cells, fluorescence antagonist assay; inhibition, % at 4.4 µM; 1.1% of 290,000 active; AID 1861; in the data active means inhibition above about 16%, passing the limit was not always enough;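 further: cells stimulated with the agonist NPW; 0% = agonist with vehicle and 100% = vehicle without agonist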
MEKK2 mut-MEK5: signal of MEK5 binding to mutant human MEKK2 PB1 domain; bead flow cytometry, Alexa488-MEK5 binding to MEKK2 mutant; percent response, % at 10 µM; 0.35% of 290,000 active; AID 1530; in the data active means percent response above about 24%, passing the limit was not always enough; further: inactives centre near 1; some results filed as inactive read as strong as hits; reference of the scale not given here
MEKK2wt PB1 HTS: raises or lowers MEK5 binding to wildtype human MEKK2 PB1 domain; Q9Y2U5; bead flow cytometry, Alexa488-MEK5 binding to MEKK2 WT; actives lie on both sides; binding response (% of control), % at 10 µM; 1.1% of 290,000 active; AID 1531; in the data active means binding response below about 67% or above about 130%
GalR3 antag: human GalR3 antagonism; HEK293 GalR3-CNG cAMP membrane potential fluorescence; galR3 body fused to GalR1 C-terminus; 0.44% of 360,000 active; inhibition, % at 3 µM; O60755;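 active means inhibition above the screen-wide average plus 3 SD, cut at about 13% in these data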;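 further: forskolin and galanin both at EC90 stimulate the cells; cAMP rise reported by CNG channel membrane potential dye signal; 0% = forskolin plus galanin with DMSO and 100% = forskolin alone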
Target sequence (O60755 1-299 limits assumed): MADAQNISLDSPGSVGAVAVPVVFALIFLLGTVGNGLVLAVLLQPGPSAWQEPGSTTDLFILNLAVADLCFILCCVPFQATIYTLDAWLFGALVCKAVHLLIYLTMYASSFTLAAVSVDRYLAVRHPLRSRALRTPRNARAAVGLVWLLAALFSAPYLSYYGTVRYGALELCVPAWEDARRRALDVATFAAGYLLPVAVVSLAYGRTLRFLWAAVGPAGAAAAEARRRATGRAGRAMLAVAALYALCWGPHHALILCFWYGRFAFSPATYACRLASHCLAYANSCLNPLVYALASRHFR
OXTR agonist: human OXTR agonism; P30559; CHO-OTR cells, Fluo-8 calcium fluorescence; normalized: DMSO 0%, oxytocin 100%; activation, % at 3 µM; 0.32% of 320,000 active; AID 2435;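 active means activation above the mean of all tested compounds plus 3 SD, cutoff set per screening run, cut at about 20% in these data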;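 further: peak over basal fluorescence ratio from a 100 s FLIPR kinetic read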
Target sequence (P30559 whole entry, looked up): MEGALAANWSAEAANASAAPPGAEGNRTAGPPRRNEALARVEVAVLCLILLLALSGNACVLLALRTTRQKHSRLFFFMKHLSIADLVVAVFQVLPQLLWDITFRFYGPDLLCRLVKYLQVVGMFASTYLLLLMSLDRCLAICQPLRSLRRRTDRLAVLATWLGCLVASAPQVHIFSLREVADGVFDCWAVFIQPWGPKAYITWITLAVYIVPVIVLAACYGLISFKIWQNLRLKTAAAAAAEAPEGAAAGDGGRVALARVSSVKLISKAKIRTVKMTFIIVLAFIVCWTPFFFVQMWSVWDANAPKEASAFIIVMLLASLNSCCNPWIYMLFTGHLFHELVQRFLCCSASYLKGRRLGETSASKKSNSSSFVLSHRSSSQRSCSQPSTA
MEKK3 PB1 HTS: modulators (inhibitors or enhancers) of MEK5 binding to human MEKK3 PB1 domain | AID 1529 | 1.4% of 290,000 active | bead-based flow cytometry, Alexa488-MEK5 binding to MEKK3; actives lie on both sides; 0 = blocked by unlabeled MEK5, 100 = vehicle | binding response (% of control), % at 10 µM;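 active means binding response more than 3 SD above or below the average of its plate-row segment, actives on both sides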;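 further: Alexa488 bead fluorescence after subtracting the streptavidin-only scavenger bead signal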
NALP1 inh: NALP1 inhibition; S. cerevisiae NALP1/ASC/caspase-1 growth, X-gal OD620, 72 h; inhibition, % at 10 µM; 0.61% of 280,000 active; AID 2071; in the data active means inhibition mostly above about 24%, no sharp cut-off; inactive means mostly below about 32%; further: some compounds called inactive have numbers as strong as hits
* = called active by the depositor; · = not tested or not shown. Compounds as they come (roughly 5.4% active in at least one column).

SMILES	PHOSPHO1 inh	V1R ag counter	GPR7 antagonist	MEKK2 mut-MEK5	MEKK2wt PB1 HTS	GalR3 antag	OXTR agonist	MEKK3 PB1 HTS	NALP1 inh
CCc1nnc(N2C(=O)c3ccccc3C2(O)c2ccccc2)s1 (configuration not stated)	22.5	0.0	3.6	-3.0	98.0	-5.4	-0.5	100.0	·
Cc1ccc(-c2nc3ncccc3o2)cc1NC(=O)c1sc2ccccc2c1Cl	-1.6	0.5	-10.1	6.0	113.0	-3.7	-0.2	111.0	5.9
CCCCc1ccc(NC(=O)OC)cc1	-36.1	-0.7	-3.2	3.0	96.0	-5.4	-2.2	95.0	0.2
CCNCCNc1ccc(Cl)cc1[N+](=O)[O-]	·	0.8	-9.2	-2.0	105.0	-8.1	1.7	102.0	·
COc1ccccc1N1CCN(C2CCCN(C(=O)c3ccoc3C)C2)CC1 (configuration not stated)	21.2	-0.7	0.2	7.0	105.0	-0.6	-0.4	106.0	-7.3
NC(=O)C1CCN(C(=O)c2ccc3nc(N4CCCCC4)sc3c2)CC1	28.5	0.3	-4.1	-10.0	105.0	16.5*	0.6	102.0	·
CCOC(=O)c1c(N)c2cc([N+](=O)[O-])cnc2n1C	3.8	0.3	-5.2	-8.0	94.0	1.3	-0.8	94.0	17.0
CCN(CC)S(=O)(=O)c1cccc(C(=O)Nc2cccc(C)c2)c1	4.6	-0.2	-7.2	6.0	101.0	-1.5	-2.1	99.0	-1.5
Cc1ccc(-n2cnnn2)c2cccnc12	28.5	0.4	-4.5	·	·	-3.4	0.1	·	-13.8
CC(=O)c1cccc(NC(=O)CSc2nc(N3CCOCC3)nc(N3CCOCC3)n2)c1	46.2	-0.7	2.8	7.0	103.0	-2.5	-1.4	104.0	6.3
O=C(N/N=C/c1c[nH]c2ccccc12)c1ccccc1Cl	47.9	·	11.6	6.0	102.0	-10.8	·	100.0	1.1
CCOC(=O)N1CCN(c2c(N3CCN(C(=O)OCC)CC3)c(=O)c2=O)CC1	20.0	-0.1	-6.2	14.0	109.0	-3.2	0.8	115.0	-9.2
O=C(Cn1ccc2ccccc2c1=O)NCCC(=O)N1CCN(c2cccc(C(F)(F)F)c2)CC1	-2.3	6.8	4.2	1.0	97.0	-5.1	6.2	96.0	4.3
CC(C)CN(CC(C)C)C(=O)CC(=O)NC(=O)c1ccc(Cl)cc1	30.3	-0.4	-4.0	-2.0	96.0	-6.9	-2.0	93.0	6.0
O=C(Nc1ccccn1)c1ccc([N+](=O)[O-])o1	-1.1	-0.3	-5.9	0.0	100.0	·	0.4	98.0	36.8
Cc1c(Cc2ccccc2)c(=O)oc2cc(OCC(N)=O)ccc12	61.5*	1.5	-3.2	-1.0	93.0	-7.3	2.3	87.0	-3.9
CCc1nc(SCC(=O)NCc2ccccc2)c2c(=O)n(C)c(=O)n(C)c2n1	10.1	1.1	5.5	11.0	106.0	·	-0.2	102.0	32.5
COc1cc([N+](=O)[O-])ccc1NC(=O)c1cccc(NC(=O)C(C)C)c1	52.3	1.6	-9.6	-4.0	97.0	4.7	0.5	103.0	-5.5
COc1ccc(Cn2nnnc2CN2CCCCCC2)cc1	28.7	0.4	-11.4	0.0	99.0	4.1	-1.0	99.0	14.2
N#CCN1C(=O)C2CCCN2c2ccc(S(=O)(=O)N3CCOCC3)cc21 (configuration not stated)	44.0	1.8	-10.0	-2.0	102.0	-3.8	0.1	105.0	21.2
COC(=O)c1cc(NC(=O)C2CC2)cc(C(=O)OC)c1	-20.1	1.7	3.3	4.0	106.0	0.1	-0.1	105.0	-10.3
COc1ccc(-c2nn3c(-c4ccc(F)cc4)nnc3s2)cc1	40.0	0.0	20.2	-2.0	90.0	1.3	-1.2	101.0	-12.3
Cc1noc(C)c1C(=O)Nc1ccc2ccccc2c1	31.8	2.3	3.8	10.0	105.0	-0.6	0.5	108.0	5.3
COc1ccc(NC(=O)CCNC(=O)N2CC(=O)Nc3ccccc32)c(OC)c1	47.5	0.1	-8.7	4.0	98.0	-0.7	0.8	100.0	-3.6
Cc1cccc(N/C=C(\[N+](=O)[O-])S(=O)(=O)c2ccccc2)c1C	12.2	1.7	-10.9	1.0	104.0	-1.4	0.2	110.0	13.3
COc1ccccc1NS(=O)(=O)c1cccc(C(=O)OCC(=O)Nc2cc(C)on2)c1	19.2	1.3	-0.2	-4.0	100.0	-3.7	-0.5	97.0	12.4
O=C(NCc1cccnc1)C1CCCN(Cc2cnn(-c3ccccc3)c2-n2cccc2)C1 (configuration not stated)	17.4	-0.8	-7.2	-3.0	97.0	-2.1	-0.1	97.0	5.5
Cc1cc2c(=O)n(CC(=O)NCC(=O)N3CCN(Cc4ccccc4)CC3)cnc2s1	12.2	0.5	-6.8	5.0	103.0	1.8	-0.3	99.0	21.3
O=C(COC(=O)c1ccccc1Br)NCCC1=CCCCC1	6.6	-1.2	-10.8	-2.0	92.0	1.0	-1.9	94.0	38.4*
COc1ccc(-c2cc(=O)[nH][nH]2)cc1	7.2	2.5	-5.8	-1.0	102.0	-2.7	-0.3	101.0	-3.1

3 compounds from above, arranged by length of the SMILES, high to low.
SMILES	PHOSPHO1 inh	V1R ag counter	GPR7 antagonist	MEKK2 mut-MEK5	MEKK2wt PB1 HTS	GalR3 antag	OXTR agonist	MEKK3 PB1 HTS	NALP1 inh
COc1ccccc1NS(=O)(=O)c1cccc(C(=O)OCC(=O)Nc2cc(C)on2)c1	19.2	1.3	-0.2	-4.0	100.0	-3.7	-0.5	97.0	12.4
Cc1cc2c(=O)n(CC(=O)NCC(=O)N3CCN(Cc4ccccc4)CC3)cnc2s1	12.2	0.5	-6.8	5.0	103.0	1.8	-0.3	99.0	21.3
COC(=O)c1cc(NC(=O)C2CC2)cc(C(=O)OC)c1	-20.1	1.7	3.3	4.0	106.0	0.1	-0.1	105.0	-10.3

Next records:
SMILES	PHOSPHO1 inh	V1R ag counter	GPR7 antagonist	MEKK2 mut-MEK5	MEKK2wt PB1 HTS	GalR3 antag	OXTR agonist	MEKK3 PB1 HTS	NALP1 inh
COc1ccc(NC(=O)N2CCCC2C(=O)NC2CCCC2)cc1 (configuration not stated)	30.4	-0.1	-25.0	1.0	95.0	-7.6	0.1	101.0	-4.3
Cc1cc(=O)[nH]c2cc(O)ccc12	-2.3	0.5	-6.6	4.0	104.0	0.0	0.8	105.0	·
CSc1cccc(NC(=O)c2ccc(NC3=NC4CS(=O)(=O)CC4S3)cc2)c1 (configuration not stated)	33.4	-0.4	7.5	-3.0	100.0	·	0.0	102.0	-9.0
Cc1cc(-c2ccccc2)cc(-c2ccccc2)[n+]1C	-94.5	0.4	-12.8	2.0	99.0	3.3	-0.4	105.0	-1.3
O=C(C1=C(O)C(=O)N(c2ncccn2)C1c1cccc(Cl)c1)c1ccco1 (configuration not stated)	6.9	-0.7	-0.2	1.0	105.0	-6.0	-0.3	93.0	32.1
COc1cc(C(=O)OCC(=O)NCc2ccc(F)cc2)ccc1OCC(C)C	·	0.1	1.1	5.0	98.0	0.8	-0.9	92.0	-7.8
COCCNc1ccc(-c2nn(C)c(=O)c3ccccc23)cc1[N+](=O)[O-]	29.8	1.0	-9.3	-2.0	97.0	6.7	-0.3	96.0	·
Cc1cccc(-n2ccnc2CN2CCN(C(C)C)C(CCO)C2)c1 (configuration not stated)	26.8	-0.4	0.7	-2.0	97.0	-1.6	0.0	94.0	·
Cc1cccc(C(=O)N2CCN(S(=O)(=O)N3CCCCCC3)CC2)c1	30.4	1.4	-8.1	-1.0	99.0	-10.6	1.4	103.0	14.4
CN(CCC#N)C(=O)c1cc2c(Cl)nc3ccccc3c2s1	11.4	-0.1	0.9	5.0	102.0	-13.0	0.0	102.0	7.8
O=C(Nc1ccon1)c1cccc(S(=O)(=O)N2CCCCCC2)c1	5.0	0.8	-7.1	0.0	102.0	-5.4	0.7	100.0	6.2
Nc1nc(NS(=O)(=O)c2ccc(Cl)cc2)nn1-c1ccccc1	3.3	0.1	-8.4	-20.0	79.0	-1.4	-0.5	78.0	·
O=C(c1ccc(OC2CCN(Cc3ccccn3)CC2)cc1)N1CCCCO1	58.4	0.6	-6.9	-2.0	97.0	5.7	0.0	100.0	2.4
O=C1c2ccccc2C(=O)N1CCSc1ncn[nH]1	7.8	-0.1	-8.7	2.0	109.0	-3.4	0.2	94.0	13.9
Cc1cc(C2(c3cc(C)c(NC(=O)CN4CCOCC4)c(C)c3)CCCCC2)cc(C)c1NC(=O)CN1CCOCC1	9.7	1.8	1.8	5.0	106.0	-2.0	0.4	108.0	7.0
Nc1c(C(=O)N2CCCCC2)sc2nc3c(cc12)CCCC3	21.7	-0.1	-0.2	1.0	102.0	-7.0	-0.7	104.0	17.4
CC(C)CC(=O)NC(Nc1ccc([N+](=O)[O-])cc1)C(Cl)(Cl)Cl (configuration not stated)	-13.6	11.3	25.6*	-5.0	91.0	0.1	11.6	86.0	24.9
CCN1CCCC1Cn1cnc2c([nH]c3ccc(OC)cc32)c1=O (configuration not stated)	7.8	-1.3	0.0	-18.0	87.0	-5.0	1.4	80.0	29.9
CCOC(=O)Cn1c(-c2ccc(Cl)nc2)nc2ccccc21	4.4	-1.0	-5.9	7.0	105.0	0.3	-0.6	100.0	-4.0
O=C(CCCN1C(=O)/C(=C/c2ccc(F)cc2)SC1=S)NCCCn1ccnc1	27.3	4.3	5.7	-1.0	104.0	-8.0	4.1	98.0	-7.2
CN(C)CCCNC(=O)/C=C/c1ccc(OCc2c(F)cccc2Cl)cc1	3.2	2.0	-6.3	43.0	170.0*	-6.2	5.6	107.0	7.7
CCc1ccccc1NC(=O)C1CCN(S(=O)(=O)c2ccc3c(c2)N(C(C)=O)CCO3)CC1	12.7	0.1	-7.0	4.0	102.0	-8.2	0.0	105.0	-6.5
COCCNC(=O)c1onc(CSc2cccc(C)c2)c1C(=O)O	41.7	0.7	-11.1	4.0	108.0	-4.7	0.3	105.0	-1.2
COc1ccc(CC(=O)NNC(=O)c2ccc(NC(C)=O)cc2)cc1	3.4	1.1	-10.9	-3.0	100.0	-4.6	0.9	101.0	9.7
CCOC(=O)C(C(=O)OCC)C(C)(C)/C(C)=N\Nc1ccc([N+](=O)[O-])cc1[N+](=O)[O-]	3.2	5.4	2.1	-3.0	96.0	-4.3	2.0	95.0	12.0
Cc1cc(NS(=O)(=O)c2ccc(Nc3nc(-c4ccc(O)cc4)cs3)cc2)no1	0.1	0.3	-8.3	-3.0	91.0	0.2	-1.5	95.0	8.0

Entries above that bear a hit mark in PHOSPHO1 inh.
structure,PHOSPHO1 inh,GPR7 antagonist,MEKK2 mut-MEK5,MEKK2wt PB1 HTS,GalR3 antag,MEKK3 PB1 HTS,NALP1 inh
Cc1c(Cc2ccccc2)c(=O)oc2cc(OCC(N)=O)ccc12,61.5*,-3.2,-1.0,93.0,-7.3,87.0,-3.9

Retrieved one by one from above, four records:
SMILES	PHOSPHO1 inh	V1R ag counter	GPR7 antagonist	MEKK2 mut-MEK5	MEKK2wt PB1 HTS	GalR3 antag	OXTR agonist	MEKK3 PB1 HTS	NALP1 inh
O=C(CCCN1C(=O)/C(=C/c2ccc(F)cc2)SC1=S)NCCCn1ccnc1	27.3	4.3	5.7	-1.0	104.0	-8.0	4.1	98.0	-7.2
COc1ccc(CC(=O)NNC(=O)c2ccc(NC(C)=O)cc2)cc1	3.4	1.1	-10.9	-3.0	100.0	-4.6	0.9	101.0	9.7
Nc1c(C(=O)N2CCCCC2)sc2nc3c(cc12)CCCC3	21.7	-0.1	-0.2	1.0	102.0	-7.0	-0.7	104.0	17.4
CN(C)CCCNC(=O)/C=C/c1ccc(OCc2c(F)cccc2Cl)cc1	3.2	2.0	-6.3	43.0	170.0*	-6.2	5.6	107.0	7.7
